Compound activity (PubChem)
All columns: NCI-60 one-dose screen, growth in % after 48 h at 10 µM unless noted; 100 = growth as untreated, 0 = no growth, -100 = all killed.
RXF 393: RXF 393 renal cancer cells. actives 6.9% (n = 77,000). AID 1794773
NCI/ADR-RES: NCI/ADR-RES ovarian cells. actives 4.4% (n = 81,000)
NCI-H522: NCI-H522 lung cancer; actives 8% (n = 78,000); AID 1794739
CAKI-1: CAKI-1 renal cancer. actives 4.7% (n = 75,000)
NCI-H460: NCI-H460 lung cancer. AID 1794736. actives 6.8% (n = 82,000)
ACHN: ACHN renal cancer; AID 1794771; actives 4.9% (n = 81,000)
A498: A498 renal cancer cells; actives 5.4% (n = 76,000)
NCI-H226: NCI-H226 lung cancer; actives 3.5% (n = 79,000); AID 1794732
NCI-H23: NCI-H23 lung cancer | actives 4% (n = 80,000) | AID 1794731
Starred values were filed as active, the others as inactive; · = not tested or not shown; & = joins results of further samples. How the source made its calls: active means growth percent below 10; inactive means the rest.

SMILES	RXF 393	NCI/ADR-RES	NCI-H522	CAKI-1	NCI-H460	ACHN	A498	NCI-H226	NCI-H23
NC(N)=NCCCCNC(=O)/C(Cc1ccc(O)c(Br)c1)=N/O	·	105	96	96	107	111	104	98	102
C=C1CCC2C(C)(CO)C(O)CCC2(C)C1C/C=C1/C(=O)OCC1Oc1ccccc1OC (stereo not given)	107	96	26	88	102	86	95	91	95
N/C(=N\N=C\c1ccccn1)c1ccccn1	99	110	104	100	·	105	92	101	105
COc1cc2oc(-c3cccc(NC(=O)c4cc(NC(=O)[C@H](C)N)ccc4Br)c3)cc(=O)c2c(OC)c1OC	69	79	52	55	48	56	93	66	·
Cc1cccc(/C=N/OCCC(C)C)n1	106	103	87	·	105	104	114	100	96
CC(=O)N1N=C(c2ccc(Cl)cc2)CC1c1cccc(Nc2ccnc3cc(Cl)ccc23)c1 (stereo not given)	70	49	·	·	65	72	63	71	68
CC1(c2ccccc2O)N=C(N)Nc2nc3ccccc3n21 (stereo not given)	123	117	98	104	111	101	112	93	97
O=C(Nc1nc(-c2ccccc2)cc(-c2ccc(Cl)cc2)n1)c1ccncc1	86	89	87	78	99	97	72	93	90
CCCCCCOC(=O)c1ccccn1	·	112	102	93	124	110	91	119	107
COc1ccc2nc(-c3cc(-c4cc(OC)c(OC)c(OC)c4)n[nH]3)[nH]c2c1	46	-1.0*	-15*	27	25	22	16	-49*	7.4*
CCCCCCC(=O)NCc1ccc(O)c(OC)c1	131	100	81	97	113	114	132	113	101
N#Cc1cc([N+](=O)[O-])ccc1Cl	107	110	103	104	107	109	88	98	104
O=S(=O)(NCc1ccccc1)c1cccc(N=Cc2c(O)ccc3ccccc23)c1	87	102	82	86	103	94	110	91	97
BrC1C2CCC(C2)C1Br (stereo not given)	102	109	88	98	108	108	88	94	·
COc1cc(-c2ccc(N=Nc3c(S(=O)(=O)O)cc4cc(N)ccc4c3O)c(OC)c2)ccc1N=Nc1cc(S(=O)(=O)O)c2ccccc2c1O	113	102	86	·	106	110	115	112	99
CN(C)c1ccc(N=C2C=CC(=O)C=C2)cc1	·	91	72	81	97	69	93	95	85
COc1cccc(C(=O)O)c1OC	115	99	87	97	101	93	97	90	109
COc1ccc(C(=O)NC(=O)Nc2ccc3c(c2)NC(=O)/C3=C\c2[nH]c(C)c(C(=O)NCCN(C)C)c2C)c(F)c1	82	100	112	·	105	78	88	93	103
COc1cc2c(c(OC)c1O)C(=O)CO2	·	100	80	·	109	110	97	105	109
NC(N)=N/N=C/c1cccc(Cl)c1	106	105	89	·	·	101	·	99	98
CCc1ccc(C2=C/C(=C/c3ccccc3)C(=O)N2CCc2ccc(S(N)(=O)=O)cc2)cc1	99	104	100	68	100	99	89	99	101
CCC(=O)c1ccc(OC)c(OC)c1O	103	103	96	101	99	92	107	101	102
CCOc1ccc(OCC(=O)O)cc1	104	104	96	108	109	101	99	97	99
CC1(C)CC(=O)c2c(nn(-c3ccccc3)c2-c2cn(-c3ccccc3)nc2-c2ccc([N+](=O)[O-])cc2)C1	88	79	75	69	86	85	83	77	89
COc1cc(Nc2ncccc2C(=O)NCc2cn(Cc3cccc(Oc4ccccc4)c3)nn2)cc(OC)c1	64	9.5*	5.7*	37	20	54	24	92	66
(continued)
SMILES	RXF 393	NCI/ADR-RES	NCI-H522	CAKI-1	NCI-H460	ACHN	A498	NCI-H226	NCI-H23
S=C(SCc1nc(-c2ccc(Cl)cc2)no1)N1CCSCC1	96	96	·	95	98	100	93	71	98
CCC(=O)NCCc1ccccc1	98	102	89	99	108	110	95	94	100
COc1cc(CNS(=O)(=O)c2ccc(C)cc2)ccc1O	106	99	90	92	102	101	92	102	99
O=[N+]([O-])c1ccc(Nc2cccc3cccnc23)c2nonc12	116	96	73	104	86	81	107	84	90
COc1ccc(Cc2noc(=O)[nH]2)cc1	115	106	117	94	107	100	112	100	105
Cc1nc2sc(C(=O)Nc3cccc(Cl)c3C)c(N)c2cc1C(O)c1ccccc1 (stereo not given)	46	4.0*	4.8*	31	3.2*	22	-12*	43	20
CN(C)C=Nc1ccn(C2CC(F)C(CO)O2)c(=O)n1 (stereo not given)	·	106	·	66	100	102	115	110	105
CCc1ccccc1-n1[nH]c(C)c(C=N)c1=O	103	106	102	97	109	105	112	89	102
CC(C)(C)OC(=O)CC1(O)CCCCC1	108	107	102	100	103	105	85	94	101
Cc1ccc(/C=N/NC(=O)C[N+](C)(C)C)cc1	124	110	93	95	109	103	100	108	107
COC(=O)C1=CC(=O)N2C(=S)N(c3ccccc3)C(=O)C12 (stereo not given)	94	108	99	93	110	100	109	95	98
COc1cc2ncnc(Nc3nc4ccccc4[nH]3)c2cc1OC	85	87	47	·	54	97	66	100	85
COC(=O)C(N)Cc1c[nH]c2ccccc12 (stereo not given)	104	109	82	·	106	97	109	95	109
O=C(NCc1cc(=O)n(-c2ccccc2)[nH]1)c1ccc(-c2ccccc2)cc1	115	100	82	·	105	107	100	103	100
CC(=O)NNC(=O)c1cccc(C(=O)O)c1	120	96	97	103	104	95	89	106	95
COc1ccc2c(c1)cn1c3ccc(O)cc3[nH]c(=O)c21	-3.0*	1.8*	·	22	-52*	15	41	46	23
O=C1CCCCN1c1ccc(C2=NCCCN2)cc1	90	103	79	100	95	96	94	101	99
CCCCCCCCCCCCCCCCCC1=NCCN1CCO	88	84	81	56	19	61	106	106	77
CC(C(=O)N1CCN(c2ccc(Cl)c(Cl)c2)CC1)c1ccc(NS(=O)(=O)c2ccccc2)cc1 (stereo not given)	73	69	68	69	83	91	81	68	67
CCCCC1CCCCC1	106	102	100	98	105	107	105	100	94
N#Cc1c(-c2cccc3ccccc23)nc(NCCO)[nH]c1=O	111	100	77	98	106	108	108	88	100
CCC(C)CCO (stereo not given)	108	104	112	105	107	111	103	·	98
Fc1ccc2nc(Cl)c(Cn3nnnc3Cc3ccccc3)cc2c1	79	83	72	74	84	74	·	83	71
O=C(O)c1ccc2c(c1)C(=O)N(Cc1ccccc1)C2=O	103	98	91	99	102	100	85	93	98
Cc1ccc(C2=NN3C(C2)c2cc(Br)ccc2OC3c2cccc(Cl)c2)s1 (stereo not given)	105	99	91	85	97	100	117	87	89

A portion from further up, for reference:
SMILES	RXF 393	NCI/ADR-RES	NCI-H522	CAKI-1	NCI-H460	ACHN	A498	NCI-H226	NCI-H23
COc1ccc(Cc2noc(=O)[nH]2)cc1	115	106	117	94	107	100	112	100	105
Cc1nc2sc(C(=O)Nc3cccc(Cl)c3C)c(N)c2cc1C(O)c1ccccc1 (stereo not given)	46	4.0*	4.8*	31	3.2*	22	-12*	43	20
CN(C)C=Nc1ccn(C2CC(F)C(CO)O2)c(=O)n1 (stereo not given)	·	106	·	66	100	102	115	110	105
CCc1ccccc1-n1[nH]c(C)c(C=N)c1=O	103	106	102	97	109	105	112	89	102
CC(C)(C)OC(=O)CC1(O)CCCCC1	108	107	102	100	103	105	85	94	101
Cc1ccc(/C=N/NC(=O)C[N+](C)(C)C)cc1	124	110	93	95	109	103	100	108	107
COC(=O)C1=CC(=O)N2C(=S)N(c3ccccc3)C(=O)C12 (stereo not given)	94	108	99	93	110	100	109	95	98
COc1cc2ncnc(Nc3nc4ccccc4[nH]3)c2cc1OC	85	87	47	·	54	97	66	100	85
COC(=O)C(N)Cc1c[nH]c2ccccc12 (stereo not given)	104	109	82	·	106	97	109	95	109
O=C(NCc1cc(=O)n(-c2ccccc2)[nH]1)c1ccc(-c2ccccc2)cc1	115	100	82	·	105	107	100	103	100
CC(=O)NNC(=O)c1cccc(C(=O)O)c1	120	96	97	103	104	95	89	106	95
COc1ccc2c(c1)cn1c3ccc(O)cc3[nH]c(=O)c21	-3.0*	1.8*	·	22	-52*	15	41	46	23
O=C1CCCCN1c1ccc(C2=NCCCN2)cc1	90	103	79	100	95	96	94	101	99
CCCCCCCCCCCCCCCCCC1=NCCN1CCO	88	84	81	56	19	61	106	106	77
CC(C(=O)N1CCN(c2ccc(Cl)c(Cl)c2)CC1)c1ccc(NS(=O)(=O)c2ccccc2)cc1 (stereo not given)	73	69	68	69	83	91	81	68	67
CCCCC1CCCCC1	106	102	100	98	105	107	105	100	94
N#Cc1c(-c2cccc3ccccc23)nc(NCCO)[nH]c1=O	111	100	77	98	106	108	108	88	100
CCC(C)CCO (stereo not given)	108	104	112	105	107	111	103	·	98
Fc1ccc2nc(Cl)c(Cn3nnnc3Cc3ccccc3)cc2c1	79	83	72	74	84	74	·	83	71
O=C(O)c1ccc2c(c1)C(=O)N(Cc1ccccc1)C2=O	103	98	91	99	102	100	85	93	98
Cc1ccc(C2=NN3C(C2)c2cc(Br)ccc2OC3c2cccc(Cl)c2)s1 (stereo not given)	105	99	91	85	97	100	117	87	89

Next section.
SMILES	RXF 393	NCI/ADR-RES	NCI-H522	CAKI-1	NCI-H460	ACHN	A498	NCI-H226	NCI-H23
Nc1cc(Br)cc(Br)c1	102	100	71	·	104	102	108	93	95
O=C1C(SCCO)=C(SCCO)C(=O)C(SCCO)=C1SCCO	112	100	108	106	·	114	·	111	94
Nc1c(Cl)cc(Cl)cc1C(=O)O	112	104	·	99	109	99	105	103	98
CCn1c(Sc2nnc(NC(=O)CSC(=S)N3CCOCC3)s2)nc2c1c(=O)n(C)c(=O)n2C	108	103	86	90	108	95	·	97	96
N#Cc1ccc(C(=O)C[n+]2cccc3ccccc32)cc1	100	99	96	88	104	97	·	93	98
N#C/C(=C\c1ccc(Cl)c([N+](=O)[O-])c1)C(N)=O	·	106	84	97	107	106	121	101	86
COc1ccc(/C=C2\C(=O)N=C3N2N=C(N)N=C(N)N3c2ccccc2)cc1	92	108	97	92	105	97	80	81	99
C/C(=C\C=C\[C@H](C)CC(=O)O)[C@H](O)[C@H](C)C(=O)O[C@H]1C[C@H](C)[C@H](O)c2ccc(C)c(C)c21	91	100	73	·	96	·	94	99	90
COc1cc(O)c(O)c2ccc3cc(O)c(O)cc3c12	113	109	56	98	107	100	81	90	99
CCOC(=O)c1cc2c(n(C)c1=O)-c1cnn(-c3ccc(Cl)cc3)c1CC2	89	106	73	91	103	83	70	94	·
O=c1[nH]nnc2cc(Cl)ccc12	111&119	98&106	106&103	96&92	101&114	101&98	106	93&104	92&94
Cc1c[n+](Cc2ccc3ccccc3c2)cn1Cc1ccc2ccccc2c1	2.9*	101	-18*	94	22	89	50	32	28
Cc1ccc(S(=O)(=O)NC(=O)CCC(=O)Nc2ccc(O)cc2)cc1	115	109	98	100	123	111	147	106	107
NC(=O)c1cccc(N2Cc3ccccc3OC3=C2C(=O)c2c(O)ccc(O)c2C3=O)c1	-73*	10	-73*	-99*	-28*	-94*	62	0.8*	6.0*
Cc1ccc(/C=N/Nc2nc3c([nH]2)c(=O)n(C)c(=O)n3C)cc1	114&107	108&119	96&89	98&112	113&110	105&109	98&102	105&106	105&96
c1ccc(CNc2ccccn2)cc1	124	110	96	101	104	96	98	100	110
O=C(NCc1cn(Cc2cccc(Oc3ccccc3)c2)nn1)c1cccnc1Nc1ccccc1	34	24	54	48	27	54	20	62	52
C1=CCOC(c2ccccc2)OC1	102	109	110	102	109	116	83	104	111
S=C(NCCc1ccccc1)Nc1ccc(OCc2nc3ccc(Cl)cc3[nH]2)cc1	-13*	12	-27*	25	11	14	96	67	29
CCCCN(CCCC)S(=O)(=O)c1ccc(C)cc1	102	100	·	88	96	104	92	91	96
Nc1nc2ccc(-c3nc4ccc5[nH]ncc5c4c4c3CCC4)cc2s1	-22*	28	-29*	1.1*	2.5*	18	-9.6*	23	24
CCCCCCCSc1ncnc2c1ncn2C(=O)Sc1ccccc1	88	88	71	70	101	89	93	75	77
O=C(NCc1ccc(Cl)cc1Cl)C1CCC(=O)N1c1ccsc1 (stereo not given)	127	91	86	86	108	91	87	88	94
O=c1ccn([C@@H]2C=C(CO)[C@@H](O)[C@H]2O)c(=O)[nH]1	111	102	98	85	106	102	104	104	106

2 records picked at random from the list so far, as already listed:
SMILES	RXF 393	NCI/ADR-RES	NCI-H522	CAKI-1	NCI-H460	ACHN	A498	NCI-H226	NCI-H23
O=C1C(SCCO)=C(SCCO)C(=O)C(SCCO)=C1SCCO	112	100	108	106	·	114	·	111	94
CC(C)(C)OC(=O)CC1(O)CCCCC1	108	107	102	100	103	105	85	94	101
